HSF1 inhib: HSF1 inhibition; AID 2098; activity change, negative = inhibition, % at 7.5 µM (by protocol); hit rate 0.77% among 300,000; NIH3T3-HGL HSE-luciferase, MG132-induced, luminescence 8 h; active compounds read low;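 active means more than half of replicate wells show activity change below -50%, luminescence cut by over half; inconclusive means some wells, but at most half, below -50%; inactive means no replicate well below -50%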;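 further: luciferase reports HSF-1 transcriptional activity via heat shock element; 0% = median of DMSO wells and -100% = zero luminescence signal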
HSP90 inh: HSP90 refolding inhibition in rabbit reticulocyte lysate; luciferase refolding luminescence, 3 h; inhibition, % at 5.6 µM; hit rate 0.91% among 290,000;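 active means inhibition above the screen-wide mean plus 3 SD, computed separately per campaign, cut at about 16% in these data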;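 further: 0% = DMSO wells and 100% = 60 µM geldanamycin wells; inhibitors lower the luminescence because luciferase stays unfolded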
GSK3B inh: blocks human GSK3beta kinase activity; GST-GSK3beta kinase, ADP-Glo luminescence, 60 min; active compounds read low; activity score (negative = inhibition), % at 10 µM; hit rate 0.038% among 300,000;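 active means more than half of replicate wells score below -50%, meaning over 50% inhibition versus plate controls; inconclusive means some replicates but at most half score below -50%; inactive means no replicate scores below -50%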;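 further: 0% = median DMSO wells and -100% = median GW8510 positive control wells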
Target sequence (P49841 whole entry, looked up): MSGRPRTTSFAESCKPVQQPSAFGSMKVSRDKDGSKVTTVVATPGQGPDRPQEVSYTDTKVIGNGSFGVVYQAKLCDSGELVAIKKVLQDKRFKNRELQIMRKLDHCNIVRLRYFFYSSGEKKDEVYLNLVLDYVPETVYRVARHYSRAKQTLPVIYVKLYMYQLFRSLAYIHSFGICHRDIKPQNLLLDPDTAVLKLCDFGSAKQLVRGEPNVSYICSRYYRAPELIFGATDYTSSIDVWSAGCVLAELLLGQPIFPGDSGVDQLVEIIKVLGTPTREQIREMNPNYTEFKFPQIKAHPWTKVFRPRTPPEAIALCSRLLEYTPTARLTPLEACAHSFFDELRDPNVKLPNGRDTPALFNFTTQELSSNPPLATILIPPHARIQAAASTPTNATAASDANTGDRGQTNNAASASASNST
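Assay system: GST-fused GSK3beta enzyme, cell-free / Medium: Tris pH 7.5 buffer with MgCl2, DTT, BSA, heparin / Also added: peptide substrate plus 25 µM ATP (final) / Compound: 10 µM single point / Timing: kinase reaction with compound 60 min at room temperature / Detection: ADP-Glo luminescence / Benchmarks: DMSO neutral wells and GW8510 at 20 µM as positive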
AI-2 QS mod: Vibrio harveyi AI-2 quorum sensing modulation; Vibrio harveyi JMH597 AI-2 luminescence/OD600 ratio, 9 h; active compounds read low; strain lacks LuxN and CqsS sensors; 0 = neutral-control median; activity change, % at 7.5 µM; hit rate 0.4% among 300,000; AID 2094; in the data active means activity change below about -75%, passing the limit was not always enough; inconclusive means no clear call, values can overlap the other calls;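 further: luminescence divided by OD600 gain over 9 h not by final OD600 alone; inactives centre near 13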
aSyn 5UTR inh: 5' untranslated region of α-synuclein, MLPCN primary screen; inhibition, % (tested at 7.5 µM); alpha-synuclein 5'UTR reporter, inhibitor activity; hit rate 0.82% among 300,000; in the data active means inhibition above about 60%; inconclusive means no clear call, values can overlap the other calls;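 further: H4 neuroglioblastoma cells stably carrying SNCA 5'UTR luciferase fusion; 0% = DMSO wells and 100% = positive control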
HSF1 activator: increases HSF-1 driven luciferase reporter signal; hit rate 1.7% among 300,000; NIH3T3-HGL HSF-1 luciferase reporter, MG132, 8 h; 100% = twice DMSO control signal; activation, % at 9 µM;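 active means mean replicate activation of at least 50% with a set share of replicates each reaching 50%; inconclusive means only one of those two conditions met; inactive means mean below 50% and too few replicates reaching it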;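 further: 0% = median of the neutral control wells and 100% = twice that signal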
IEC-6 cytotox: IEC-6 cytotoxicity, counter-screen for KLF5 inhibitors | luminescence viability | inhibition, % at 5 µM | hit rate 0.78% among 290,000; in the data active means inhibition above about 22%;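 further: 0% = plate median of test compound wells and 100% = cytotoxic reference compound wells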
GSK3 alpha inh: blocks human GSK-3 alpha kinase | P49840 | ADP-Glo luminescence, 60 min | inhibition, % at 10 µM | hit rate 0.1% among 320,000;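 in the data active means inhibition above about 50%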;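 further: GST-tagged GSK-3 alpha with peptide substrate and 25 µM ATP; 0% = DMSO neutral wells and 100% = GW8510 positive control wells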
PolyA inhibitor: blocks polyadenylation in yeast reporter cells. S. cerevisiae SKY197-pL101 polyadenylation reporter, beta-gal luminescence; efflux-impaired pdr1/pdr3 knockout yeast; score 100 = 6 SD above DMSO. calls only at 12 µM. hit rate 0.02% among 300,000;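 active means lowest replicate activity score at least 50, where 100 means six control SD above control mean; inconclusive means lowest score under 50 but half or more replicates reach 50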;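 further: yeast exposed to compound for 9 h at 30 °C; higher score means more reporter readthrough which indicates perturbed polyadenylation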
KLF5 inh: suppresses KLF5 promoter-driven expression; DLD-1 KLF5 promoter-luciferase reporter, luminescence; inhibition, % at 5 µM; hit rate 0.23% among 290,000;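 active means inhibition above a per-plate limit of that plate's mean compound inhibition plus 3 SD, cut at about 60% in these data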;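 further: 0% = DMSO wells and 100% = LY294002 at 200 µM; higher means less KLF5 promoter-driven luciferase light; inactives centre near -14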
Numbers without * were called inactive; i = inactive; ? = inconclusive; nt = not tested or not shown.

Values in the order – aSyn 5UTR inh	PolyA inhibitor	HSF1 activator	KLF5 inh	GSK3 alpha inh	IEC-6 cytotox	AI-2 QS mod	GSK3B inh	HSP90 inh	HSF1 inhib
- O=C(Cc1ccccc1)Nc1ccc(NC(=O)c2ccco2)cc1Cl
→ 3	i	-63	-52	-3	-5	-9	-3	9	-56*
- CC(=O)NC1=NN(C(C)=O)C(c2ccc(C)cc2)S1 (stereo unspecified)
→ -5	i	31	-13	1	1	26	0	0	16
- O=C(c1ccccc1)c1cncc(Br)c1
→ -6	i	-2	3	-10	-2	10	-6	-3	-7
- O=C1CC(C(=O)Nc2ccc(Br)cc2)S/C(=N\N=C\c2ccco2)N1 (stereo unspecified)
→ 14	i	37	5	0	-1	9	1	-1	3
- O=C(CNC(=O)c1cccc(F)c1)OCC(=O)N1CCCCC1
→ -47	i	28	-18	1	-6	19	-4	-1	19
- Cn1c(C(=O)NCCOc2ccccc2Cl)cc(=O)n(C)c1=O
→ 28	i	21	-8	-2	8	36	-6	1	-3
- O=C(NCc1ccco1)c1ccc([N+](=O)[O-])o1
→ -53	i	48	-18	-1	3	-165*	1	-1	33
- COCCCN1C(=O)C(O)=C(C(=O)c2ccco2)C1c1cccc(Br)c1 (stereo unspecified)
→ -22	i	2	-7	-8	-6	29	1	-1	-1
- CCc1ccccc1NC(=O)CSc1nnc([C@@H]2CCCN2C(=O)OC(C)(C)C)o1
→ -32	i	-10	-6	1	4	12	0	4	-5
- CCn1c(SCC(=O)c2ccc(C)cc2)nnc1-c1ccoc1C
→ -11	i	26	6	-2	-1	8	-2	0	-4
- Cc1cc(C)nc(Sc2ccc3nnc(C(F)(F)C(F)(F)C(F)(F)F)n3n2)n1
→ -31	i	5	-12	-1	5	19	2	2	-9
- CCn1cc(CCC(=O)NC(C)c2ccccc2)c2ccccc21 (stereo unspecified)
→ 2	i	10	-20	1	-4	19	-1	-2	7
- CCN(CC(=O)NCc1cccs1)c1ccc(S(=O)(=O)N2CCOCC2)cn1
→ -8	i	-4	-21	1	-7	11	-1	-3	-8
- Cc1ccc(N(CC(=O)NCC2CCCO2)C(=O)CCC(=O)Nc2cc(C)on2)cc1 (stereo unspecified)
→ 3	i	-5	-13	0	1	22	-3	-1	-8
- O=C(Oc1cccc(Cl)c1)N1CCOCC1
→ -2	i	-9	-57	-1	-8	14	3	-3	-6
- COc1ccc(Sc2cnn(-c3ccccc3)c(=O)c2Cl)cc1
→ -73	i	11	21	nt	0	?	0	3	-1
- S=C(c1ccc(OCc2ccccc2)cc1)N1CCCC1
→ -50	i	21	-53	1	0	-7	1	9	10
- COC(=O)C[C@H]1c2cc(C(F)(F)F)ccc2S(=O)(=O)N1Cc1ccccc1OC
→ 9	nt	-7	nt	-2	nt	16	-1	nt	-3
- CC(=O)N(C(C)=O)c1ccc2nc(C)[nH]c(=O)c2c1
→ 2	i	14	10	0	0	12	-1	-1	5
- O=C(CC1C(=O)NCCN1Cc1ccc(F)cc1)NC1CCCCCCC1 (stereo unspecified)
→ 3	i	11	-6	-1	-4	4	2	8	-6
- Cc1nnc(N/N=C/c2c(Cl)cccc2Cl)n1N
→ -2	i	17	-3	-3	102*	2	-4	19*	17
- Cc1c(CCC(=O)NC2CC2)c(=O)oc2c(C)c(O)ccc12
→ 18	i	-1	-25	0	-2	53	-1	0	0
- Cc1ccc(N(Cc2cc3ccc(C)cc3[nH]c2=O)C(=O)c2ccco2)c(C)c1
→ 9	i	18	-7	-3	7	0	0	5	5
- Cc1ccc(C)c(C(=O)Cn2ncc(Cl)c(Cl)c2=O)c1
→ 13	i	9	-12	0	7	33	-1	-6	20
- CCn1c(CCNC(=O)c2cccs2)n[nH]c1=S
→ -7	i	-7	-3	17	-2	2	1	-5	-4
- CCN(c1ccc(OC)cc1)S(=O)(=O)c1nnc(NC(=O)COc2ccc(C)cc2)s1
→ -3	i	20	9	nt	-7	35	-1	1	-4
- Cc1cc(C(=O)Nc2ccc3c(c2)OCO3)no1
→ -107	i	28	-87	0	2	16	-18	-1	24
- OCCNc1nc2ccccc2n1CCN1CCCCC1
→ 6	i	1	-20	-2	0	19	0	-4	-6
- COc1ccc(/C=C/c2ccccc2)cc1[C@H]1[C@H]2C=CC[C@@H](C)[C@@H]2C(=O)N1Cc1ccccc1
→ 19	i	-14	nt	0	nt	6	1	nt	2
- NC(=O)N=Nc1c2[nH]c3ccccc3nc-2c2ccccc12
→ i	i	5	8	2	26*	-2	0	-5	-7
- NC(=O)CCn1ccc2ccccc21
→ -2	i	10	-41	-6	-3	10	-1	0	-9
- COC(CNC(=O)CNC(=S)N(CCCN1CCOCC1)Cc1cccs1)OC
→ 2	i	5	-10	0	-2	11	0	2	-8
- Cc1ccc2nsnc2c1NC(=O)c1ccc([N+](=O)[O-])o1
→ -173	i	36	6	0	96*	?	-2	1	24
- Cc1ccc(C)c(N2CCN(C(=O)c3cc4sccc4n3C)CC2)c1
→ 12	i	-10	-4	0	1	41	-4	0	-8
- COc1ccc(NS(=O)(=O)c2cccc3cccnc23)cc1OC
→ 5	i	6	-15	-2	-4	-2	-2	0	0
- Cc1nc(N2CCOCC2)[nH]c(=O)c1C
→ 4	nt	5	-4	-7	-3	14	2	0	0
- CC1CCCN(CCOCCOc2ccc(Cl)cc2Br)C1 (stereo unspecified)
→ -33	i	6	9	0	7	7	-1	2	3
- COc1cc(C(=O)Nc2nc(C)cc(C)n2)cc(OC)c1OC
→ 2	i	-10	5	-2	-1	21	-5	1	-3
- COc1cc2c(cc1OC)C(C)N(C(=O)c1cccs1)CC2 (stereo unspecified)
→ 12	i	8	-4	-2	-1	0	-1	-2	-12
- COc1ccccc1/C=C1\C(=O)Nc2ccccc21
→ 34	i	35	-46	-1	-1	5	2	1	6
- Clc1ccc(CN(CC2CCCO2)C(c2cccs2)c2nnnn2C2CCCC2)cc1 (stereo unspecified)
→ 3	i	15	2	-2	3	28	-1	7	7
- COc1ccc(/C=N/NC(=O)CC2N=C(Cc3ccccc3)NNC2=O)cc1OC (stereo unspecified)
→ 30	i	-3	-5	-2	2	9	0	2	-2
- O=C(O)C1=C(OCc2ccccc2)C(=O)NCC1
→ 15	i	-1	-22	-2	-5	10	4	-3	-4
- O=C(CN1C(=O)c2ccccc2C1=O)Nc1ccc(S(=O)(=O)NCC2CCCO2)cc1 (stereo unspecified)
→ 31	i	-2	3	-1	-3	-91*	-2	3	-3
- COc1ccc2[nH]c(=O)c(C(=O)O)cc2c1
→ 8	i	15	0	1	-2	14	1	2	-3

These rows are one share of the data, so the mix of outcomes need not match the whole.
